# Compound activity as filed in PubChem.
# Cycloheximide cs: affects cycloheximide protein synthesis inhibition readout, counter-screen; cell reporter, cycloheximide protein synthesis inhibition counterscreen; max response, %; hit rate 12% among 300,000; in the data active = max response mostly above about 13%, no sharp cut-off; inactive = mostly below about 14%; note: read at 38.3 µM for the half of the compounds with a filed dose; 0% is about no effect
# LmPK inhibitor: blocks Leishmania mexicana pyruvate kinase activity; Q27686; purified LmPK, Kinase-Glo ATP luminescence, 1 h; Potency, µM (highest dose often 57.5 µM), for inactives: at the top dose activity change, negative = inhibition, actives largely listed as inhibitors; hit rate 0.37% among 290,000; AID 1721; note: potency is the fitted concentration of half-maximal effect; % is set by controls: 0 for no effect and ±100 for the full control effect
# Target sequence (Q27686 whole entry, looked up): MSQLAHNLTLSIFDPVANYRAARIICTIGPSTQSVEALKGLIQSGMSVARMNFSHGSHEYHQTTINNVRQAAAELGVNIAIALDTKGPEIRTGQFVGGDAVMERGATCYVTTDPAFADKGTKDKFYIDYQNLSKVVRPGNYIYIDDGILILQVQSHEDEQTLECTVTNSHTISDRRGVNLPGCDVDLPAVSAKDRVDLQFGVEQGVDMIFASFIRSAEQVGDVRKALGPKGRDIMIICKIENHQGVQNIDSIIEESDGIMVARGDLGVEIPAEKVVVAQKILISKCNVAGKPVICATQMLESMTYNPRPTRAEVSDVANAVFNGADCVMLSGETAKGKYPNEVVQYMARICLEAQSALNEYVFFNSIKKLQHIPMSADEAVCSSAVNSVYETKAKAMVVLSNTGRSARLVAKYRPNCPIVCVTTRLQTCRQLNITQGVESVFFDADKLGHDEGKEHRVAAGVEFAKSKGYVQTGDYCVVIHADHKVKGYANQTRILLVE
#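 In 50 mM imidazole pH 7.2 with 7 mM MgCl2, LmPK (0.1 nM) turned over PEP (0.5 mM) and ADP (0.1 mM) for 1 h at room temperature. Luciferase read-out of ATP.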
# Pf growth 96h: inhibits malaria parasite growth, 96 h | P. falciparum luciferase reporter growth, 96 h | Potency, µM (top dose mostly 28.7 µM), without a hit: at the top dose activity change, negative = inhibition, hits mostly inhibitors | hit rate 6.9% among 320,000 | AID 504834; note: potency is the fitted concentration of half-maximal effect; % is set by controls: 0 for no effect and ±100 for the full control effect
#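 Luminescence readout: decreased luciferase signal marks inhibited growth of reporter-expressing P. falciparum in infected red cells (2% hematocrit, 0.05% parasitemia final), exposed to compound two generations (96 h, 37 C, 5% CO2).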
# Pf growth 48h: P. falciparum growth inhibition at 48 hours (one generation); hit rate 5.9% among 310,000; Potency, µM (series often up to 28.7 µM), inactives show at the top dose activity change, negative = inhibition, actives largely listed as inhibitors; AID 504832; P. falciparum luciferase growth in erythrocytes, 48 h; note: potency is the fitted concentration of half-maximal effect; % is set by controls: 0 for no effect and ±100 for the full control effect
#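 Luciferase-expressing P. falciparum in infected erythrocytes (2% hematocrit, 0.1% parasitemia final) in RPMI 1640/0.5% Albumax were exposed to compound for 48 hours at 37 C, 5% CO2; growth read as luminescence.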
# HCV inh: inhibitors of hepatitis C virus infection. Huh7.5.1 HCVcc-Cre infection, luciferase reporter, 44 h. Potency, µM (top dose mostly 41.8 µM), inactives show at the highest dose activity change, negative = inhibition, hits mostly inhibitors. hit rate 3.4% among 340,000. AID 651820; note: potency is the fitted concentration of half-maximal effect; % is set by controls: 0 for no effect and ±100 for the full control effect
#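 Cells (1,000/well) were plated 4 h before compound, then infected with HCVcc-Cre virus (~0.5 moi). After 44 h further culture, infection was read as luciferase luminescence following a 15 min substrate incubation at room temperature.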
# Tb PYK inh: T. brucei pyruvate kinase inhibition; TbPYK enzyme, Kinase-Glo Plus ATP luminescence, 45 min; Potency, µM (titrated, usually from 76.8 µM), without a hit: at the highest dose activity, negative = inhibition, most hits filed as inhibitors; hit rate 0.12% among 410,000; note: potency is the fitted concentration of half-maximal effect; % is set by controls: 0 for no effect and ±100 for the full control effect; nearly all actives have a fitted effect of over 50% in size
#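 Enzyme and substrate buffer are dispensed first and compound is pin-transferred. ADP at 130 uM final then starts the reaction, which runs 45 min at room temperature. Detection reagent is added for 10 min before luminescence is imaged.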
# Shiga inhibitor: blocks Shiga toxin action in Vero cells; hit rate 9.2% among 290,000; AID 2315; inhibition, % at 38.7 µM; Vero cells, Shiga toxin protein synthesis inhibition reporter; in the data active = inhibition mostly above about 28%, no sharp cut-off; inactive = mostly below about 43%; note: 0% is about no effect
# An asterisk follows results filed as active; i = inactive; ? = inconclusive; nt = not tested or not shown; [ ] = remark or other dose. Unless noted, calls come from the whole dose curve; as a rule, active = well fitted curve in the direction sought with a large enough effect; inconclusive = small, poorly fitted or top-dose-only effect, or another doubt; inactive = no such curve, though single readings can be large; an effect the other way counts as inactive or inconclusive.
SMILES,Cycloheximide cs,LmPK inhibitor,Pf growth 96h,Pf growth 48h,HCV inh,Tb PYK inh,Shiga inhibitor
CCCOC(=O)CSc1nnc(-c2ccc(Cl)cc2Cl)o1,0,-10%,15%,56%[activator],-8%,-13%,41
CCN1CCCC1CNC(=O)c1cc2c(OC)cccc2[nH]1 (stereo unspecified),-1,5%,10%,nt,-18%,-5%,-9
Cc1ccc(C)c(N=Nc2nc3ccccc3n2C)c1,47*,?,0.47µM*,0.52µM*,14µM*,3%,76*
COc1ccc(-n2c(/C=C/c3ccc(O)c(O)c3)nc3ccccc3c2=O)cc1,2,-14%,2.3µM*,5.2µM*,?,7%,17
COc1ccc(C(=O)CC(SCC(NC(C)=O)C(=O)O)c2ccc(Cl)cc2)cc1OC (stereo unspecified),-2,1%,?,4%,?,1%,30
Cc1cc(C)c(C(=O)CSc2nnc(C)c(=O)[nH]2)cc1C,48*,0%,-11%,1%,17%,4%,95*
COc1ccc(/C=N/NC(=O)c2ccn[nH]2)cc1COc1ccc(Cl)cc1Cl,-2,-1%,-13%,?,-20%,0%,16
COc1cccc(CNC(=O)CCC2CCCN(c3cc(C)nc(N4CCCC4)n3)C2)c1 (stereo unspecified),1,-5%,12µM*,?,-16%,2%,-3
COc1cc(/C=C/C(=O)O)cc(S(=O)(=O)NCCCC(=O)O)c1OC,2,5%,-11%,21%,9%,2%,-3
CC1(c2cccc([N+](=O)[O-])c2)CC(C)(C)N(C(=O)c2ccccc2)c2ccccc21 (stereo unspecified),5,5%,11%,-25%,?,-1%,-7
CCN(CC)S(=O)(=O)c1ccc(N/N=C(\C)c2ccncc2)nc1,-6,6%,12%,?,?,0%,3
CC1=C(C(=O)NC(C)C)C2(CCC(C)CC2)OC1=O (stereo unspecified),-2,2%,-26%,-8%,19%,0%,-2
C=CCSc1nc2ccsc2c(=O)n1-c1cccnc1,4,8%,?,-7%,-1%,1%,-7
CC1(C)c2[nH]c3ccccc3c2C[C@H]2C(=O)N(N)CC(=O)N21,-5,-10%,25%,35%,12%,4%,12
N#Cc1c(-c2ccccc2)nc(SCC(=O)Nc2nnc(C(F)(F)F)s2)[nH]c1=O,1,8%,-29%,8%,1%,-1%,-18
CCCCC(OC(=O)c1ccco1)C(=O)NCc1ccc(C)cc1 (stereo unspecified),-3,-6%,-30%,30%,25%,-3%,-7
Cc1cc(C(=O)N2CCN(c3ncccn3)CC2)c2cc(F)ccc2n1,-1,-1%,nt,1%,10%,-2%,-17
CCCCNC(=O)C(=O)NC(C)CCc1ccccc1 (stereo unspecified),-2,-1%,41%[activator],30%,12%,3%,16
O=C(O)c1ccc(Sc2nnnn2-c2ccccc2)c([N+](=O)[O-])c1,-3,0%,32%[activator],23%,7%,-11%,-9
COc1ccc(C2N(c3ccc(Cl)cc3)N=C(C(C)=O)N(C)N2C(C)=O)cc1 (stereo unspecified),-2,-6%,?,?,?,-2%,6
CCOC(=O)c1c(C)[nH]c(C(=O)/C(C#N)=C/c2ccc(OC(F)F)c(OC)c2)c1C,19,0%,?,-21%,0%,-3%,42
O=C(c1ccc(CNc2c(N3CCCC3)c(=O)c2=O)cc1)N1CCN(C2CCCCC2)CC1,-3,1%,-19%,0%,4%,0%,-14
Cc1cc(=O)n2[nH]cc(-c3ccccc3)c2n1,1,-4%,9.3µM*,1%,1%,-8%,-3
CCCN(CCC)CCCNC(=S)Nc1ccc2nc3n(c(=O)c2c1)CCCCC3,-1,-4%,47%[activator],-5%,?,0%,-12

# Compounds shown so far with two or more sulfur atoms (2):
SMILES,Cycloheximide cs,LmPK inhibitor,Pf growth 96h,Pf growth 48h,HCV inh,Tb PYK inh,Shiga inhibitor
C=CCSc1nc2ccsc2c(=O)n1-c1cccnc1,4,8%,?,-7%,-1%,1%,-7
N#Cc1c(-c2ccccc2)nc(SCC(=O)Nc2nnc(C(F)(F)F)s2)[nH]c1=O,1,8%,-29%,8%,1%,-1%,-18

# Other structures follow.
SMILES,Cycloheximide cs,LmPK inhibitor,Pf growth 96h,Pf growth 48h,HCV inh,Tb PYK inh,Shiga inhibitor
COc1ccc(NCc2n[nH]nc2-c2ccccc2)cc1Cl,1,3%,nt,-28%,-16%,6%,-4
Cc1ccc(NC(=S)NC(=O)Cc2ccccc2)c(O)c1,32*,0%,-9%,7%,16%,-7%,29
O=C(COC(=O)c1ccccc1-c1nc2ccccc2s1)NC1CCS(=O)(=O)C1 (stereo unspecified),8,-5%,16%,-5%,5%,7%,-9
CCOc1cc(N2CCOCC2)c(OCC)cc1NC(=O)COC(=O)COc1ccc(C#N)cc1,-2,-1%,6%,63%[activator],17%,-2%,-6
O=CN(CCN(C=O)CN1CCCCC1)CN1CCCCC1,-4,-3%,nt,15%,13%,-2%,14
CCOc1cc(/C=N/NC(=O)Cc2ccc(C(F)(F)F)cc2[N+](=O)[O-])c(Br)cc1OC,-2,6%,17%,34%[activator],?,-6%,-25
COC(=O)CSc1nc2sccc2c(=O)n1-c1ccccc1,-2,1%,18%,-7%,2%,-2%,-13
NC(N)=NS(=O)(=O)c1ccc(NC(=S)NC(=O)c2ccccc2)cc1,5,0%,5%,19%,2%,-9%,18
Cc1ccc(NC(=O)N2CCCC2C(=O)NCc2ccc3c(c2)OCO3)cc1 (stereo unspecified),7,-1%,26%,13%,3%,0%,1
Cc1cccn2c(=O)c3cc(C(=O)NC4CCCCC4)sc3nc12,7,-5%,-22%,0%,-26%,4%,-2
O=[N+]([O-])c1ccc(Oc2cccc(Br)c2)c2ccncc12,3,6%,nt,12µM*,?,1%,21
Nc1nc(NCCOCCO)nc(NCc2ccccc2)c1[N+](=O)[O-],-2,0%,?,-18%,-12%,-6%,-4
CC(C)COc1ccc(Br)cc1CNC(C)(C)C,1,-5%,?,?,-29%,-8%,-11
Cc1cc(C(=O)COc2cccc(-n3cnnn3)c2)c(C)n1-c1ccccc1,16*,4%,-4%,?,1µM*,1%,32
CC(=O)Nc1ccc(NC(=O)CSc2nc(=O)n(Cc3ccncc3)c3c2CCC3)cc1,nt,nt,-10%,-39%,10%,2%,nt
c1ccc(C2=Nc3ccccc3SC2c2nc3ccccc3[nH]2)cc1 (stereo unspecified),36*,0%,?,?,nt,nt,87*
O=C(OCC(=O)N1CCc2ccccc21)c1ccc(Cl)nc1,7,-1%,47%[activator],24%,-2%,-20%,74
CC12CC3CC(C)(C1)CC(CN1CCOCC1)(C3)C2,-1,3%,111%[activator],68%[activator],0%,4%,-4
CCCC[C@]12Cc3cc(OC)c(OC)cc3C(O1)C1=C(O2)C(=O)c2ccccc2C1=O,-2,-5%[11.5 µM],26%[5.75 µM],1.3µM*,nt,nt,i
COc1cc(C2c3c(oc4ccccc4c3=O)C(=O)N2Cc2ccncc2)ccc1O (stereo unspecified),6,8%,?,?,-2%,2%,32
CCOC(=O)N1CCN(C(=O)c2ccccc2NS(=O)(=O)c2ccc(C)cc2)CC1,1,0%,?,-6%,9%,3%,-5
COc1ccc(C(=O)/C=C/c2ccc(OCc3ccccc3)cc2)cc1CSCC(=O)O,1,-2%,-13%,15%,-9%,-10%,-6
O=C(Nc1nnc(SCc2c(Cl)cccc2Cl)s1)C1CCCO1 (stereo unspecified),28*,0%,-11%,23%,7%,-6%,86
COC(=O)c1cc(COc2ccc3c4c(c(=O)oc3c2)CCCC4)c(C)o1,-1,1%,-20%,23%,?,1%,-8
CC1Cc2cc(/C(O)=C3/C(=O)C(=O)N(CCCn4ccnc4)C3c3ccncc3)ccc2O1 (stereo unspecified),1,0%,31%[activator],7%,5%,10%,14
COc1ccc(NC(=O)CN2C(=O)NC(C)(c3ccc(C)cc3)C2=O)c([N+](=O)[O-])c1 (stereo unspecified),-2,-7%,24%,14%,-4%,-2%,-4
COc1ccc(-c2ccnc(SCC(=O)c3ccc(Br)cc3)n2)cc1,-1,1%,-26%,-7%,3%,-3%,-6
Cc1ccc(-c2nn(-c3ccccn3)c(=O)c3ccccc23)cc1,5,-4%,12%,6%,11%,4%,-11
COc1ccc(C2c3c(ncn(CCN4CCOCC4)c3=N)Oc3ccc4ccccc4c32)cc1 (stereo unspecified),-8,-9%,nt,9.3µM*,?,-8%,-21
COC(=O)Cc1ccc(NC(=S)N2CCCCC2C)cc1 (stereo unspecified),-3,4%,?,23%,11%,0%,-3
CCC(C(=O)OCC(=O)Nc1c(C)n(C)n(-c2ccccc2)c1=O)c1ccccc1 (stereo unspecified),2,6%,40%[activator],9%,0%,1%,-1
O=C(NCc1ccccc1)NC1CC2CCC(C1)N2Cc1ccco1 (stereo unspecified),-4,3%,-21%,-4%,8%,1%,23
COCC(=O)Nc1cc(C(=O)OC)cc(C(=O)OC)c1,-1,2%,-14%,14%,0%,-1%,-3
Clc1ccc(CN2CCC(c3nc4ccc(Cl)cc4[nH]3)CC2)cc1,1,0%,?,10µM*,?,2%,-16
O=C(c1ccc(Cl)c(NC2=NC3CS(=O)(=O)CC3S2)c1)N1CCN(c2ccccc2)CC1 (stereo unspecified),-2,-1%,?,0%,3%,-8%,-7
O=C(CN(Cc1ccco1)C(=O)CNS(=O)(=O)c1ccc(Cl)cc1)NCc1ccco1,-3,-7%,?,-3%,4%,9%,-15

# Four structures out of the list, ordered by count of non-hydrogen atoms, highest first.
SMILES,Cycloheximide cs,LmPK inhibitor,Pf growth 96h,Pf growth 48h,HCV inh,Tb PYK inh,Shiga inhibitor
CC1Cc2cc(/C(O)=C3/C(=O)C(=O)N(CCCn4ccnc4)C3c3ccncc3)ccc2O1 (stereo unspecified),1,0%,31%[activator],7%,5%,10%,14
COc1ccc(-c2ccnc(SCC(=O)c3ccc(Br)cc3)n2)cc1,-1,1%,-26%,-7%,3%,-3%,-6
Cc1ccc(-c2nn(-c3ccccn3)c(=O)c3ccccc23)cc1,5,-4%,12%,6%,11%,4%,-11
COCC(=O)Nc1cc(C(=O)OC)cc(C(=O)OC)c1,-1,2%,-14%,14%,0%,-1%,-3

# Remaining list, next part
SMILES,Cycloheximide cs,LmPK inhibitor,Pf growth 96h,Pf growth 48h,HCV inh,Tb PYK inh,Shiga inhibitor
C/C(=N/NC(=O)c1cccs1)c1cccc(NC(=O)C2CC2)c1,38*,2%,?,31%[activator],?,-3%,95*
COc1ccccc1NC(=O)Cn1nnc(C(=O)Nc2ccccc2)c1N,11,2%,?,32%[activator],-19%,-4%,12
CCN(CC)C(=O)CSc1nnc2nnc3cc(Cl)ccc3n12,1,-1%,7.4µM*,4.7µM*,-16%,0%,3
O=C(CN1CCCCCC1)NCCc1ccc(F)cc1,-1,4%,nt,nt,-13%,4%,-9
CCCCN1CC(O)=C(c2nc3ccccc3[nH]2)C1=N,47*,1%,3%,36%[activator],-21%,-3%,72
O=C(Cn1nnc2ccccc21)NNC(=S)NC1CCCCC1,8,0%,6%,21%,14%,-15%,27
CN(C)c1ccc(-c2ccc([C@H]3[C@@H]4C=CCC[C@@]4(C)C(=O)N3Cc3ccccc3)c(F)c2)cc1,12,0%,?,9.3µM*,-47%,-1%,-4
CC(C)N(Cc1ccccc1)S(=O)(=O)c1ccc(Cl)nc1,nt,nt,?,?,-1%,-1%,nt
COc1ccc(Nc2nc(-c3cccc([N+](=O)[O-])c3)nc3ccccc23)cc1,-4,1%,?,?,?,-1%,12
